Assay outcomes: PubChem, several laboratories
SKN-1 block – blocks SKN-1 activity in C. elegans. actives 0.49% (n = 360,000). AID 624304. C. elegans VP596 Pgst-4::GFP/RFP ratio, acrylamide-induced, 24 h. inhibition, % at 21.8 µM;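 active = interference check ratio from 0.5 to 1.5 plus GFP to RFP signal ratio inhibition reaching or exceeding a fixed threshold, cut at about 30% in these data, passing the limit was not always enough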; also: some compounds called inactive have numbers as strong as hits
Rpn11 inh – Rpn11 (human) deubiquitinase inhibition; calls only at 20 µM; actives 0.59% (n = 360,000); O00487; human 26S proteasome, Ub4-pepOG fluorescence polarization; 20S core pre-blocked with epoxomicin;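 active = inhibition at 20 µM, scaled to each plate's controls, above about 33%, limit read from the data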
FAS-TE inh – inhibitors of human fatty acid synthase thioesterase domain; recombinant FAS-TE, OMFH fluorogenic substrate, fluorescence endpoint; inhibition, % at 15 µM; actives 0.67% (n = 360,000);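 active = compounds whose normalised, plate-corrected inhibition of enzyme fluorescence in the single-dose primary screen is 50% or more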;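 also: 0% = DMSO with enzyme and 100% = substrate without enzyme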
Target sequence (P49327 whole entry, looked up, the tested form may be a part): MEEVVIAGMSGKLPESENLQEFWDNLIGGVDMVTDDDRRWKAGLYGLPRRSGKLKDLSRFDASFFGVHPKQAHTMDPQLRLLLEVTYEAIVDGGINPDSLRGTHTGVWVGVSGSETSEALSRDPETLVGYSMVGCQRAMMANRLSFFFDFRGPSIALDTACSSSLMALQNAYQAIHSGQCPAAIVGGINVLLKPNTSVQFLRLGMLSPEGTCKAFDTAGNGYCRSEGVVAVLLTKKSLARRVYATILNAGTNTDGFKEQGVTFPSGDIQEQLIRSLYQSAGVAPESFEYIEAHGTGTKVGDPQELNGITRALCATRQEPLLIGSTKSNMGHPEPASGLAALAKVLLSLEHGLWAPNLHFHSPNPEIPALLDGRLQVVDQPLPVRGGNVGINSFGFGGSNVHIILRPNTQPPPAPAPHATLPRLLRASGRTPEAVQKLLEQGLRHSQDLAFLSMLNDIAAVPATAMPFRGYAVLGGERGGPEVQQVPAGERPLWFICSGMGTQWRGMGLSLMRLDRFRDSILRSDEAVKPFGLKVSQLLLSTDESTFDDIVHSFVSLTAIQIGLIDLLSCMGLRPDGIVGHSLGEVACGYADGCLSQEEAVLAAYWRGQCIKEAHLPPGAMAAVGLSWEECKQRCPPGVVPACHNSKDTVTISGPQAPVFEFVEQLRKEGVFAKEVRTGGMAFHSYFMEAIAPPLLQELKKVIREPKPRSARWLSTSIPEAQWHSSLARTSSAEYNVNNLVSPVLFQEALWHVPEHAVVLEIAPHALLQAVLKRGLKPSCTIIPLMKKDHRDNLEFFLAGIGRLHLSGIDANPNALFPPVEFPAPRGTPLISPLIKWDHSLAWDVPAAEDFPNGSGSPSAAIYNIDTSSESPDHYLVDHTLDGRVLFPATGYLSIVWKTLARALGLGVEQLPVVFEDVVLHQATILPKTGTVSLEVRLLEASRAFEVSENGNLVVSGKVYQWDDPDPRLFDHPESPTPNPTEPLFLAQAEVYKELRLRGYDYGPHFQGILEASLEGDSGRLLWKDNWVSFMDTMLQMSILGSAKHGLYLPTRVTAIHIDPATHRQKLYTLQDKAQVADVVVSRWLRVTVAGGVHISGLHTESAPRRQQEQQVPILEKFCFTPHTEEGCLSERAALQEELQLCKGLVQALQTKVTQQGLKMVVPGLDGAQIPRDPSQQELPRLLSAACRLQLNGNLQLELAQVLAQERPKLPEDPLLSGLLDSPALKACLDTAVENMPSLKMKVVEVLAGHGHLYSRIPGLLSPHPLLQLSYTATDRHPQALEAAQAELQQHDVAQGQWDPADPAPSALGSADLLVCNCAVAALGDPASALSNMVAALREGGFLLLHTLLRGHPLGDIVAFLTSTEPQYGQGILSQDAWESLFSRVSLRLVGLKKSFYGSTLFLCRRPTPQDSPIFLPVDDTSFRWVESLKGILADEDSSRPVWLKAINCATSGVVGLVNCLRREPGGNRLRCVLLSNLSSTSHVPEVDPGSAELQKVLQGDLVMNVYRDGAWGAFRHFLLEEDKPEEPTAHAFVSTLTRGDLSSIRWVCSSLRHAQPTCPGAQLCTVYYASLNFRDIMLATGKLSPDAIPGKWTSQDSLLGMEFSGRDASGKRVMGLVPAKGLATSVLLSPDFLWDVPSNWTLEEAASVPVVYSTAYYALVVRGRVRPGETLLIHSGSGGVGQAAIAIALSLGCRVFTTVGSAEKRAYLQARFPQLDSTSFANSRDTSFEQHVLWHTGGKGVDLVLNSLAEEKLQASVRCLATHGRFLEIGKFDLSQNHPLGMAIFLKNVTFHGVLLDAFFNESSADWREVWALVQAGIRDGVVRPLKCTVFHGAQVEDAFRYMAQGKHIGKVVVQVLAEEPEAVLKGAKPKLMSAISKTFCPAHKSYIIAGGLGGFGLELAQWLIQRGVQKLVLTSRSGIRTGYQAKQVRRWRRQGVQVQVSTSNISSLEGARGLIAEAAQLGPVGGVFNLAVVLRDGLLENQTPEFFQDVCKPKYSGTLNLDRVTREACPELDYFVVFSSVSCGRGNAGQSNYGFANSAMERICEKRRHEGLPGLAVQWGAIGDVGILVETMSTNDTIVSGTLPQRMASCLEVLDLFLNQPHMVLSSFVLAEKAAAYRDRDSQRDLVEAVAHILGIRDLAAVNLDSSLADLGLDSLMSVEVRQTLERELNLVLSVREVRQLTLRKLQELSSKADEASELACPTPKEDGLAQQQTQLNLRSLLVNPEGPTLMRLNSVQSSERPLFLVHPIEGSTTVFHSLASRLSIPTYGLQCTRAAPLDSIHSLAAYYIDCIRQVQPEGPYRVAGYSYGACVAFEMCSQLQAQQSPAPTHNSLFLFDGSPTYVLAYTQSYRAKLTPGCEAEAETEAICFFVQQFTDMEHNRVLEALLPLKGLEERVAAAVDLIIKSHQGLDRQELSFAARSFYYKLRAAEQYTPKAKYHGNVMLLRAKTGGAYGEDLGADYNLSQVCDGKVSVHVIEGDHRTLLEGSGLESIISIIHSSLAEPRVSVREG
CSN deneddyl inh – CSN deneddylation inhibition; Q92905; Purified CSN, SCF-Nedd8-OG deneddylation, fluorescence polarization; inhibition, % at 12.5 µM; actives 0.38% (n = 360,000); AID 651999;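 active = pattern-corrected inhibition above about 35%, with an unprinted fluorescence ratio check between 0.5 and 1.5, limit read from the data, passing the limit was not always enough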;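 also: 0% = enzyme with substrate and 100% = substrate without enzyme; some results filed as inactive read as strong as hits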
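Assay system: purified human Csn5 enzyme expressed in HEK293T cells; measure: % inhibition; also added: SCFSkp2-Nedd8OG substrate at 10 nM final; technique: fluorescence polarization; times: reaction 90 min, room temperature; medium: Tris buffer pH 7.5, NaCl, DTT, Tween-20, trehalose, ovalbumin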
Rin1 Abl inh – inhibitors of human Rin1-Abl protein interaction; P00519+Q13671; TR-FRET Rin1/Abl binding, biochemical; inhibition, % at 7.35 µM; actives 0.4% (n = 360,000); AID 588664; in the data active = inhibition above about 5%, passing the limit was not always enough
NadD inh – blocks S. aureus nicotinate mononucleotide adenylyltransferase; purified NadD enzyme, colorimetric absorbance read-out; inhibition, % at 20 µM; actives 0.78% (n = 360,000); in the data active = inhibition above about 26%; also: some compounds past the cut are filed as inactive
MT1-MMP act inh – MT1-MMP (human) activation inhibition | P50281 | actives 0.061% (n = 360,000) | HT1080 RFP-PRO-GFP cells, GFP/RFP ratio fluorescence, overnight; percent of plate control window, DMSO zero | AID 651647 | GFP/RFP ratio change, % at 20 µM;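 active = GFP/RFP ratio change of at least 30% with cell ATP level not reduced by more than half and red fluorescence within 50% of control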; also: strong numbers were not always called active
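Material – HT1080 RFP-PRO-GFP cells · Control set – DMSO wells and RFP-L50D-GFP cells · Incubation – overnight cell settling, then overnight compound exposure, 37 °C, 5% CO2 · Compound dosing – single-point 20 µM compound, 1% DMSO · Read-out – GFP/RFP fluorescence ratio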
MLLE-PAM2 inh – blocks PAM2 peptide binding to the PABP1 MLLE domain | GST-MLLE / FITC-PAM2 fluorescence polarization | AID 588489 | P11940 | actives 0.36% (n = 360,000) | inhibition, % at 20 µM; in the data active = inhibition above about 35%, passing the limit was not always enough;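 also: plate controls were DMSO wells with GST-MLLE for no effect and wells lacking GST-MLLE protein for full effect; some results filed as inactive read as strong as hits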
Neddylation inh – inhibitors of human cullin neddylation; actives 0.58% (n = 360,000); calls only at 25 µM; P61081+Q13564; TR-FRET cullin neddylation, biochemical; in the data active = inhibition above about 36%
Starred values were filed as active, the others as inactive; i = inactive; / = no result given.

Compound	Neddylation inh	CSN deneddyl inh	SKN-1 block	Rin1 Abl inh	NadD inh	FAS-TE inh	MT1-MMP act inh	MLLE-PAM2 inh	Rpn11 inh
O=C1c2ccccc2C2(c3ccccc3)NCCN12 (stereo not given)	i	0	-4	-2	-4	-4	-3	-3	i
O=C(CSc1nnnn1-c1cccc(O)c1)NC1CC1	i	2	2	2	-1	-4	-4	-7	i
Cc1cc(S(=O)(=O)c2cc3ccc(O)c(C)c3oc2=O)ccc1F	/	5	3	1	2	-2	-7	24	i
CCO[C@H]1OC(C(=O)N2CCN(Cc3ccc4c(c3)OCO4)CC2)=C[C@@H](c2cn(C(C)=O)c3ccccc23)[C@@H]1CCCO	i	-3	7	2	-3	0	-2	10	i
O=C(COc1ccc([N+](=O)[O-])cc1)NCCc1nc2ccccc2[nH]1	i	0	2	2	-4	1	1	-18	i
COc1ccc(N2CCN(CC(O)COCCOc3ccc(Br)cc3)CC2)cc1 (stereo not given)	i	2	3	-2	3	-9	-1	11	i
CC(O)c1cccc(N=Cc2ccc3ccccc3c2O)c1 (stereo not given)	i	1	-13	-4	1	-7	3	-93	i
O=C(NCc1ccco1)c1sc2ccccc2c1Cl	i	1	25	-8	1	3	-1	2	i
CC(NC(=O)/C(C#N)=C1\N=C(NC(=O)c2ccco2)c2ccccc21)c1ccccc1 (stereo not given)	i	11	3	-3	-3	30	-34	-66	i
COc1ccccc1-n1cnnc1SCC(=O)Nc1nc(C)c(Cl)cc1Cl	i	-10	5	5	0	-3	4	5	i
NC(=S)NNC(=O)c1cccc(Cl)c1	i	3	5	-1	-3	-2	7	-3	i
O=C(CN1CCCC1)Nc1sc2c(c1C(=O)Nc1ccccc1)CCCC2	i	-6	2	4	-2	21	-5	-39	i
O=C1CN(S(=O)(=O)c2ccccc2)CCN1S(=O)(=O)c1ccccc1	i	-13	8	1	-6	-13	3	8	i
Cc1cnc(NC(=O)CSc2nnc(-c3ccc(Cl)cc3Cl)n2N)s1	i	-1	-7	0	1	-3	1	28	i
OC(CNC1CCCCC1)COCCOc1ccc(Br)cc1 (stereo not given)	i	2	17	-1	-4	-1	-2	6	i
COC(=O)c1ccc(CN2CCN(C(C)C)C(CCO)C2)cc1 (stereo not given)	i	-2	-7	-2	7	-5	1	2	i
CCOC(=O)c1c(C)[nH]c(C(=O)OCC(=O)NC2CCS(=O)(=O)C2)c1C (stereo not given)	i	1	6	0	7	-4	3	-17	i
COc1ccc(CCNC(=O)C/C(C)=N/NC(=O)c2ccc(Cl)cc2Cl)cc1OC	i	1	-1	2	-2	-3	-1	-2	i
Cc1cccc(C(=O)OCC(=O)N2CC(C)CC(C)C2)c1C (stereo not given)	i	-1	8	2	1	4	3	2	i
CC(C)C1C(C#N)=C(N)Oc2n[nH]c(-c3ccc4ccccc4c3)c21 (stereo not given)	i	2	8	1	-2	35	-5	7	i
COCC1CCN(C(=O)CC2C(=O)NCCN2Cc2cccc(Oc3ccccc3)c2)CC1 (stereo not given)	i	3	5	1	-1	-2	3	1	i
CC1CCCCC1NC(=O)c1cncc(Br)c1 (stereo not given)	i	-1	-1	0	-1	-6	-3	-5	i
Cc1ccc(NC(=O)CNC(=O)c2cccs2)c(O)c1	i	-3	-26	1	-1	-6	1	-2	i
COc1cccc(C(C(=O)NC2CCCC2)N(C(=O)c2ccco2)c2cccc(C(C)=O)c2)c1OC (stereo not given)	i	4	15	0	-7	0	-1	-3	i
COc1ccccc1NC(=O)CCc1nc2ccccc2s1	i	-1	5	1	-3	-2	0	6	i
Cc1ccc(NC(=O)NC2=N/C(=C(/C#N)C(=O)N3CCCC3)c3ccccc32)cc1	i	-4	-8	-3	16	30	-1	-12	i
CCCCOc1ccccc1C(=O)NCC(=O)O	i	-3	7	2	-4	-6	0	13	i
CC(=O)Nc1cccc(Oc2cnc3ccccc3n2)c1	i	-1	-6	-3	-6	-6	-5	4	i

In a second layout: entries from further up.
Values in the order – Neddylation inh | CSN deneddyl inh | SKN-1 block | Rin1 Abl inh | NadD inh | FAS-TE inh | MT1-MMP act inh | MLLE-PAM2 inh | Rpn11 inh
- Cc1cnc(NC(=O)CSc2nnc(-c3ccc(Cl)cc3Cl)n2N)s1
 : i | -1 | -7 | 0 | 1 | -3 | 1 | 28 | i
- OC(CNC1CCCCC1)COCCOc1ccc(Br)cc1 (stereo not given)
 : i | 2 | 17 | -1 | -4 | -1 | -2 | 6 | i
- COC(=O)c1ccc(CN2CCN(C(C)C)C(CCO)C2)cc1 (stereo not given)
 : i | -2 | -7 | -2 | 7 | -5 | 1 | 2 | i
- CCOC(=O)c1c(C)[nH]c(C(=O)OCC(=O)NC2CCS(=O)(=O)C2)c1C (stereo not given)
 : i | 1 | 6 | 0 | 7 | -4 | 3 | -17 | i
- COc1ccc(CCNC(=O)C/C(C)=N/NC(=O)c2ccc(Cl)cc2Cl)cc1OC
 : i | 1 | -1 | 2 | -2 | -3 | -1 | -2 | i
- Cc1cccc(C(=O)OCC(=O)N2CC(C)CC(C)C2)c1C (stereo not given)
 : i | -1 | 8 | 2 | 1 | 4 | 3 | 2 | i
- CC(C)C1C(C#N)=C(N)Oc2n[nH]c(-c3ccc4ccccc4c3)c21 (stereo not given)
 : i | 2 | 8 | 1 | -2 | 35 | -5 | 7 | i
- COCC1CCN(C(=O)CC2C(=O)NCCN2Cc2cccc(Oc3ccccc3)c2)CC1 (stereo not given)
 : i | 3 | 5 | 1 | -1 | -2 | 3 | 1 | i
- CC1CCCCC1NC(=O)c1cncc(Br)c1 (stereo not given)
 : i | -1 | -1 | 0 | -1 | -6 | -3 | -5 | i
- Cc1ccc(NC(=O)CNC(=O)c2cccs2)c(O)c1
 : i | -3 | -26 | 1 | -1 | -6 | 1 | -2 | i
- COc1cccc(C(C(=O)NC2CCCC2)N(C(=O)c2ccco2)c2cccc(C(C)=O)c2)c1OC (stereo not given)
 : i | 4 | 15 | 0 | -7 | 0 | -1 | -3 | i
- COc1ccccc1NC(=O)CCc1nc2ccccc2s1
 : i | -1 | 5 | 1 | -3 | -2 | 0 | 6 | i
- Cc1ccc(NC(=O)NC2=N/C(=C(/C#N)C(=O)N3CCCC3)c3ccccc32)cc1
 : i | -4 | -8 | -3 | 16 | 30 | -1 | -12 | i
- CCCCOc1ccccc1C(=O)NCC(=O)O
 : i | -3 | 7 | 2 | -4 | -6 | 0 | 13 | i
- CC(=O)Nc1cccc(Oc2cnc3ccccc3n2)c1
 : i | -1 | -6 | -3 | -6 | -6 | -5 | 4 | i
